Screening results as filed in PubChem.
NPYLR7 agonist – mosquito NPYLR7 agonism; HEK293T NPYLR7/Galpha15, GCaMP6s calcium fluorescence; activation, % at 10 µM; 270,000 compounds, 0.15% hits; AID 1259423; in the data active = activation above about 40%;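 note: 0% = vehicle and 100% = reference agonist at the receptor; some compounds past the cut are filed as inactive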
hcGAS lum – blocks human cGAS activity; Q8N884; recombinant h-cGAS, ATP depletion, Kinase-Glo luminescence; inhibition, % at 12.5 µM; 290,000 compounds, 0.081% hits;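 note: 0% = vehicle reaction and 100% = reaction without DNA for no activity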
Target sequence (Q8N884 whole entry, looked up): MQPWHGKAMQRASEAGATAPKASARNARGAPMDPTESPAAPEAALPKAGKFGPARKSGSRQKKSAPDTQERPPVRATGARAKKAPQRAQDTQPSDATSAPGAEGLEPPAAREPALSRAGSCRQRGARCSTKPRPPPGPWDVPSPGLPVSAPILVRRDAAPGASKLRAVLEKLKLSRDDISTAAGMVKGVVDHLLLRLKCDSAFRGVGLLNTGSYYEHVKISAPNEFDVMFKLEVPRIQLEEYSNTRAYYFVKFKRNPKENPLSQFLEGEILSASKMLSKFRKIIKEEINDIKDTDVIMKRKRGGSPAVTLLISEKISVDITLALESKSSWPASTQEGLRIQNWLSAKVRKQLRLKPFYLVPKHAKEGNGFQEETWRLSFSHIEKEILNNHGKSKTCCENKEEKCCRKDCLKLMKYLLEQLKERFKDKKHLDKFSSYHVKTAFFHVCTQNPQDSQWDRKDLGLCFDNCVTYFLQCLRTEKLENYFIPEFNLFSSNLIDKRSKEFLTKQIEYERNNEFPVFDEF
mcGAS lum – inhibitors of mouse cGAS; AID 1259399; 160,000 compounds, 0.15% hits; inhibition, % at 12.5 µM; Q8C6L5; recombinant cGAS, Kinase-Glo ATP depletion luminescence;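 note: 0% = negative control wells and 100% = reference inhibitor with no enzyme activity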
An asterisk follows results filed as active. Cut-off read from the data, not from the text of the source, unless noted: active = inhibition above about 40%; inactive = the rest.

How did CCc1c(C(=O)N2CCCC2)c(C)nn1-c1ccccc1C do in these assays?
NPYLR7 agonist: 19.4; hcGAS lum: 0.6; mcGAS lum: -3.2

How did Cc1c(C(=O)N2CCC(N3CCCC3)CC2)c(=O)[nH]c2ccccc12 do in these assays?
NPYLR7 agonist: 7.3; hcGAS lum: -8.5; mcGAS lum: -7.2

Results for O=C(C1CCCN(C2CCCCC2)C1)N1CCN(C2CCOCC2)CC1 (stereo unspecified) ?
NPYLR7 agonist: 14.9; hcGAS lum: -5.4

Results for COc1ccc(-c2csc(=Nc3cc(OC)cc(OC)c3)n2CC2CCCO2)cc1 (stereo unspecified) ?
NPYLR7 agonist: -9.6; hcGAS lum: -4.8

How did CC(C(=O)N(C)C)N(C)Cc1cnc(-c2cccc3ccccc23)nc1 (stereo unspecified) do in these assays?
NPYLR7 agonist: -5.7; hcGAS lum: -2.9; mcGAS lum: -0.6

Results for CN(Cc1cc2n(n1)CCNC2)Cc1cc(-c2ccccc2)n[nH]1 ?
NPYLR7 agonist: 6.5; hcGAS lum: -6.9; mcGAS lum: -9.1

What do the screens show for `Cn1c(=NN=Cc2ccccn2)sc2ccccc21`?
NPYLR7 agonist: 3.6; hcGAS lum: -12.8; mcGAS lum: -5.5

What do the screens show for `CCOc1c(C)cnc2c1c(=O)n(CC(=O)Nc1cc(C)ccc1C)c(=O)n2C`?
NPYLR7 agonist: 2.9; hcGAS lum: -3.8; mcGAS lum: -7.1

What do the screens show for `c1cnc(SCc2cn3ccsc3n2)nc1`?
NPYLR7 agonist: -1.3; hcGAS lum: -3.8; mcGAS lum: -5.0

How did Cc1nccn1-c1ncnc2scc(-c3ccccc3)c12 do in these assays?
NPYLR7 agonist: 13.4; hcGAS lum: -11.1

Results for Cc1nc2c(c(C)c1CNC(=O)Nc1nnc(C3CC3)s1)c(=O)[nH]n2C ?
NPYLR7 agonist: 1.2; hcGAS lum: 2.6

What do the screens show for `O=C(CSc1ncnc2scc(-c3ccc(Cl)cc3)c12)N1CCCCC1`?
NPYLR7 agonist: -5.8; hcGAS lum: -0.9; mcGAS lum: -2.4

What do the screens show for `C=CCOC(CN1CCN(C(=O)c2cccn2C)CC1)c1cccc(N2CCCC2)c1` (stereo unspecified)?
NPYLR7 agonist: -2.9; hcGAS lum: -6.0; mcGAS lum: -6.9

What do the screens show for `Cc1ccc(-n2ncc3c(C(C)C)nnc(SCC(=O)NCC4CCCO4)c32)cc1C` (stereo unspecified)?
NPYLR7 agonist: -17.4; hcGAS lum: -4.5; mcGAS lum: -10.0

How did COCCOC(=O)C1=C(C)NC2=C(C(=O)CC(c3ccccc3)C2)C1c1ccc(OC)cc1 (stereo unspecified) do in these assays?
NPYLR7 agonist: 2.8; hcGAS lum: -4.8; mcGAS lum: -4.0

Results for CCOC(=O)c1cc(OC)c2cccc(CN3CCCC(C)(C(=O)NCCOC)C3)c2c1 (stereo unspecified) ?
NPYLR7 agonist: 5.2; hcGAS lum: 1.4; mcGAS lum: -0.8

How did CCCCc1ccc(-c2ccc(-n3cncc3C(=O)NCCc3ccccc3OC)cc2)cc1 do in these assays?
NPYLR7 agonist: 11.3; hcGAS lum: -1.1; mcGAS lum: -6.2

How did CSC(=NS(=O)(=O)c1cccs1)Nc1ccc(F)cc1 do in these assays?
NPYLR7 agonist: 6.4; hcGAS lum: -5.4; mcGAS lum: -4.3

How did CNC(=O)C1CCN(C(=O)Cc2nc(-c3ccccc3)oc2C)CC1 do in these assays?
NPYLR7 agonist: -24.1; hcGAS lum: -8.4

What do the screens show for `CCN1CCCCc2cc(C(=O)NCC3CCN(CC(C)C)C3)sc21` (stereo unspecified)?
hcGAS lum: -13.8; mcGAS lum: -7.0

How did CC(=O)c1ccc(N2CCN(C(=O)c3csc(-c4ccccc4)n3)CC2)c(F)c1 do in these assays?
NPYLR7 agonist: -2.3; hcGAS lum: -4.2; mcGAS lum: -6.6

How did CCOC(=O)c1[nH]cnc1NOC(C)=O do in these assays?
NPYLR7 agonist: -0.4; hcGAS lum: -2.8

How did CC1c2ccsc2CCN1Cc1cc2c(cc1O)OCO2 (stereo unspecified) do in these assays?
NPYLR7 agonist: 9.6; hcGAS lum: -11.8; mcGAS lum: -5.5

What do the screens show for `Cc1ccc(-c2nn(CC(=O)NC3CC3)c(=O)c3ccccc23)cc1`?
hcGAS lum: 4.4; mcGAS lum: 0.6

How did CCc1nn(-c2ccc(F)cc2)c(N2CCN(C(C)C)CC2)c1CN(CC(C)C)C(=O)c1ccc(Cl)c(Cl)c1 do in these assays?
NPYLR7 agonist: 10.0; hcGAS lum: -3.6; mcGAS lum: -8.3

What do the screens show for `CC(=O)Oc1c(-c2ccc(N)cc2)c(-c2ccc(C)cc2)nn1-c1cccc(C)c1`?
NPYLR7 agonist: 18.7; hcGAS lum: -2.7

Results for Cc1cc2ccccc2n1CC(=O)NCC(c1ccccc1)N(C)C (stereo unspecified) ?
NPYLR7 agonist: -0.8; hcGAS lum: -7.5

Results for CCSc1nnc(NC(=O)c2ccc(C(C)(C)C)cc2)s1 ?
NPYLR7 agonist: -1.0; hcGAS lum: -2.4; mcGAS lum: -2.8

What do the screens show for `CCCN=C1N/C(=C\c2ccccc2)C(=O)N1c1cccc(Cl)c1`?
NPYLR7 agonist: -2.5; hcGAS lum: -4.1

What do the screens show for `COc1ccc2c(c1)OC(C)CN(CC(=O)NCC(c1ccc(F)cc1)N1CCCC1)C2` (stereo unspecified)?
NPYLR7 agonist: 10.4; hcGAS lum: -4.2; mcGAS lum: -9.5

How did CCCCNC(=O)Cc1csc(SCC(=O)c2cccs2)n1 do in these assays?
NPYLR7 agonist: -0.4; hcGAS lum: -3.3; mcGAS lum: -8.0

What do the screens show for `Cc1nc(CN2CCCC(NCC(=O)NC3(C#N)CCCC3)C2)no1` (stereo unspecified)?
NPYLR7 agonist: 1.7; hcGAS lum: -7.3

Results for Cc1ccc(CN2CCC3(CCNCC3)C2)c(Cl)c1Cl ?
NPYLR7 agonist: 16.6; hcGAS lum: -3.7; mcGAS lum: -12.2

Results for C=CCN1C(=S)N(c2ccccc2)C2CS(=O)(=O)CC21 (stereo unspecified) ?
NPYLR7 agonist: -10.0; hcGAS lum: 5.2

How did O=C(c1ccc(CSCc2ccc(Cl)c(Cl)c2)cc1)N1C2CCC1CC(Oc1ccc(F)cc1F)C2 (stereo unspecified) do in these assays?
NPYLR7 agonist: 10.3; hcGAS lum: -14.1; mcGAS lum: -6.7

What do the screens show for `COc1ccc(/C=C2\C=C(c3ccccc3)N(c3ccc(C)cc3Br)C2=O)cc1`?
NPYLR7 agonist: 0.2; hcGAS lum: -5.3; mcGAS lum: -6.1

What do the screens show for `CCN(Cc1ccncc1)C1CCCN(Cc2nccn2-c2ccc(OC)cc2)C1` (stereo unspecified)?
NPYLR7 agonist: 4.0; hcGAS lum: -6.4; mcGAS lum: -10.9

What do the screens show for `COc1cc2c(cc1OC)C(C(C)NC(=O)c1ccco1)N(Cc1ccccc1F)CC2` (stereo unspecified)?
NPYLR7 agonist: -2.7; hcGAS lum: -6.4; mcGAS lum: -2.1

How did O=C1NC2(CCCCCC2)C(=O)N1CC(=O)N1CCCC1c1ccc2c(c1)OCCCO2 (stereo unspecified) do in these assays?
NPYLR7 agonist: 0.2; hcGAS lum: 1.4

What do the screens show for `CC1(C(=O)O)CCN1C(=O)c1cccnc1Oc1ccccc1` (stereo unspecified)?
NPYLR7 agonist: -2.8; hcGAS lum: -16.9

Structural class, those above with fluorine (six)
How did CSC(=NS(=O)(=O)c1cccs1)Nc1ccc(F)cc1 do in these assays?
NPYLR7 agonist: 6.4; hcGAS lum: -5.4; mcGAS lum: -4.3

How did CC(=O)c1ccc(N2CCN(C(=O)c3csc(-c4ccccc4)n3)CC2)c(F)c1 do in these assays?
NPYLR7 agonist: -2.3; hcGAS lum: -4.2; mcGAS lum: -6.6

How did CCc1nn(-c2ccc(F)cc2)c(N2CCN(C(C)C)CC2)c1CN(CC(C)C)C(=O)c1ccc(Cl)c(Cl)c1 do in these assays?
NPYLR7 agonist: 10.0; hcGAS lum: -3.6; mcGAS lum: -8.3

What do the screens show for `COc1ccc2c(c1)OC(C)CN(CC(=O)NCC(c1ccc(F)cc1)N1CCCC1)C2` (stereo unspecified)?
NPYLR7 agonist: 10.4; hcGAS lum: -4.2; mcGAS lum: -9.5

How did O=C(c1ccc(CSCc2ccc(Cl)c(Cl)c2)cc1)N1C2CCC1CC(Oc1ccc(F)cc1F)C2 (stereo unspecified) do in these assays?
NPYLR7 agonist: 10.3; hcGAS lum: -14.1; mcGAS lum: -6.7

What do the screens show for `COc1cc2c(cc1OC)C(C(C)NC(=O)c1ccco1)N(Cc1ccccc1F)CC2` (stereo unspecified)?
NPYLR7 agonist: -2.7; hcGAS lum: -6.4; mcGAS lum: -2.1

The listing continues:
What do the screens show for `COc1ccc(NC(=O)C2CCN(C(=O)[C@H](C)NC(=O)Nc3c(F)cc(Br)cc3Br)CC2)cc1`?
NPYLR7 agonist: 2.3; hcGAS lum: -12.2; mcGAS lum: -8.1

Results for CCOC(=O)C1C(=N)Oc2cc(C)n(Cc3ccccn3)c(=O)c2C1c1cccnc1 (stereo unspecified) ?
NPYLR7 agonist: -4.5; hcGAS lum: -8.7

What do the screens show for `CCCCNC(=O)N1CCN(c2cc(Cl)nc(SCC(=O)NOCC)n2)CC1C` (stereo unspecified)?
NPYLR7 agonist: 0.7; hcGAS lum: -3.0; mcGAS lum: -2.1

What do the screens show for `N#CC1C(=S)N=C(N)C(c2nc(-c3ccccc3)cs2)C12CCCC2` (stereo unspecified)?
NPYLR7 agonist: 1.6; hcGAS lum: 0.2; mcGAS lum: -3.2

How did O=C(CCNC(=O)c1ccccc1Br)NN=Cc1ccco1 do in these assays?
NPYLR7 agonist: 4.0; hcGAS lum: -6.0

What do the screens show for `CCOc1ncccc1-c1nc2ccccc2s1`?
NPYLR7 agonist: 19.7; hcGAS lum: -4.9; mcGAS lum: -16.3

Results for COc1ncc(CN2CCc3ccc(NC(=O)c4ccccn4)cc3C2)cn1 ?
NPYLR7 agonist: -4.6; hcGAS lum: -10.1; mcGAS lum: -3.0

How did CCCN(CC(=O)N1CC(=O)N(c2cccc(Cl)c2)C1)C(=O)c1ccccc1OC do in these assays?
NPYLR7 agonist: -15.0; hcGAS lum: -0.4; mcGAS lum: 1.2

What do the screens show for `CCc1nc2ccc(C(=O)NC3CCN(C)CC3)cn2c1N(C)Cc1ccc(OC)cc1`?
NPYLR7 agonist: -3.6; hcGAS lum: -7.1; mcGAS lum: -4.6

What do the screens show for `O=C(c1cc(-c2ccccc2Cl)nc2cc(-c3ccccc3)nn12)N1CCN(C/C=C/c2ccccc2)CC1`?
NPYLR7 agonist: 16.4; hcGAS lum: -0.4; mcGAS lum: -4.4

Results for Cc1ccc(N2C(=O)c3cccc4c(N(C)C)ccc(c34)C2=O)cc1 ?
NPYLR7 agonist: 0.8; hcGAS lum: -2.4; mcGAS lum: -4.9

How did Cc1ccccc1-n1cnnc1Cn1nc(C)c(C)c1C do in these assays?
NPYLR7 agonist: 0.4; hcGAS lum: -9.0

How did O=C(CCc1c[nH]c2ccccc12)N1CCOC(c2ccccc2)C1 (stereo unspecified) do in these assays?
NPYLR7 agonist: 21.3; hcGAS lum: -8.6; mcGAS lum: -9.9

What do the screens show for `COCCNc1nc(SC)nc2c1cnn2CCNC(=O)c1cccc2ccccc12`?
hcGAS lum: 5.2; mcGAS lum: 3.6

How did O=C(CNC1(c2ccc(Br)cc2)CCOCC1)Nc1ccccc1C(F)(F)F do in these assays?
NPYLR7 agonist: -4.1; hcGAS lum: 5.1; mcGAS lum: 1.6

How did COc1ccc(-c2cc(C(F)(F)F)nc(-n3cc(Br)cn3)n2)cc1 do in these assays?
NPYLR7 agonist: 13.0; hcGAS lum: -8.3

What do the screens show for `O=C(c1ccccc1)N1CCCC(CCc2c(F)cccc2F)C1` (stereo unspecified)?
NPYLR7 agonist: 4.2; hcGAS lum: 0.9

Results for CC(C)CN(CC(C)C)C(=O)Cn1cc([N+](=O)[O-])ccc1=O ?
NPYLR7 agonist: 2.7; hcGAS lum: -5.7

Results for COc1ccc(-c2ccccc2)cc1-n1ccnc1-c1cnc[nH]1 ?
NPYLR7 agonist: 10.0; hcGAS lum: -1.4

How did Cc1ccc(NC(=O)Cn2cnc3sc4c(c3c2=O)CCC4)c(F)c1 do in these assays?
NPYLR7 agonist: -14.9; hcGAS lum: 2.3

Brought forward from above: 2 entries, followed by the next part.
Results for COc1ccc(-c2ccccc2)cc1-n1ccnc1-c1cnc[nH]1 ?
NPYLR7 agonist: 10.0; hcGAS lum: -1.4

How did Cc1ccc(NC(=O)Cn2cnc3sc4c(c3c2=O)CCC4)c(F)c1 do in these assays?
NPYLR7 agonist: -14.9; hcGAS lum: 2.3

What do the screens show for `Nc1cccc(N=Cc2nc(-c3ccc(Br)cc3)oc2O)n1`?
NPYLR7 agonist: 1.1; hcGAS lum: -5.8; mcGAS lum: -5.4

What do the screens show for `CC(C1CC1)N(C(=O)CN(C)C1CCS(=O)(=O)CC1)C1CC1` (stereo unspecified)?
NPYLR7 agonist: 0.8; hcGAS lum: -6.5

Results for Cc1c(C(=O)Nc2ccc(-n3cnnn3)cc2)oc2ccccc12 ?
NPYLR7 agonist: 4.9; hcGAS lum: 1.1

How did Cc1csc(CC(O)(c2nccn2C)C(F)(F)F)n1 (stereo unspecified) do in these assays?
NPYLR7 agonist: 10.4; hcGAS lum: -9.0; mcGAS lum: -8.6

Results for CCOC(=O)Cc1c(C)nc2ncnn2c1N1CCN(S(=O)(=O)c2ccccc2C(F)(F)F)CC1 ?
hcGAS lum: -8.6; mcGAS lum: -7.0

What do the screens show for `O=C(CSc1nc2ccccc2[nH]1)N/N=C\c1cccc(O)c1`?
NPYLR7 agonist: 0.6; hcGAS lum: -4.3; mcGAS lum: -6.7

Results for CCN(CC)CCN(C(=O)c1ccccc1Cl)c1nc2cc3c(cc2s1)OCO3 ?
NPYLR7 agonist: -2.2; hcGAS lum: -5.6; mcGAS lum: -6.9

Outcome played no part in choosing rows, and some 0.29% of all compounds hit somewhere here.
